# STK33 kinase inh: inhibitors of purified STK33 kinase, primary screen, biochemical, ADP-Glo luminescence, homogeneous, cell-free. MBP phosphorylation. 320,000 compounds, 0.073% hits. inhibition, % at 10 µM. Serine/threonine-protein kinase 33 (Homo sapiens), Q9BYT3;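 active = inhibition at or above 25%, using the most active replicate where run in duplicate; inactive = inhibition below 25%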
# Target sequence (Q9BYT3 whole entry, looked up): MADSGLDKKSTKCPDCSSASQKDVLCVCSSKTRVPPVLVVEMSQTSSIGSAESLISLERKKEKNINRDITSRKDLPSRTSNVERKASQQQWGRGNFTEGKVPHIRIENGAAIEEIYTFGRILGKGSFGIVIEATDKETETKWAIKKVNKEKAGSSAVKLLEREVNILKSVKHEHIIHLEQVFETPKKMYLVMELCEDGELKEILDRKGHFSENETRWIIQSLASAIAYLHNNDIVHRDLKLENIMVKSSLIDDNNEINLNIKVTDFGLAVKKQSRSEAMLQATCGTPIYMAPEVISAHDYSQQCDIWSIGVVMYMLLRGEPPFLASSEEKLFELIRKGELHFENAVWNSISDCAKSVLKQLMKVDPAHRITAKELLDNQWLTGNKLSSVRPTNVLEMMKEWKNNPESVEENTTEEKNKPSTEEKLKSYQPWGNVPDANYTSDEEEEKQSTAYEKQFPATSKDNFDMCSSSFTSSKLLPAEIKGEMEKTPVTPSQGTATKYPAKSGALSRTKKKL
# OX1R antag-1: OX1R (HCRTR1) antagonists, primary screen, fluorescence, CHO/OX1R cells, Fluo-8 calcium, orexin A. Orexin/Hypocretin receptor type 1 (Homo sapiens), O43613. Fluo-8 calcium fluorescence. inhibition, % at 5 µM. 330,000 compounds, 0.43% hits. AID 434989, 2010;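 active = inhibition above its plate's threshold, mean inhibition of all tested compounds on the plate plus 3 SD, cut at about 37% in these data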;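 also: 0% = orexin A challenge wells and 100% = SB-334867-A antagonist wells; not every result past the cut was called active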
# Target sequence (O43613 whole entry, looked up): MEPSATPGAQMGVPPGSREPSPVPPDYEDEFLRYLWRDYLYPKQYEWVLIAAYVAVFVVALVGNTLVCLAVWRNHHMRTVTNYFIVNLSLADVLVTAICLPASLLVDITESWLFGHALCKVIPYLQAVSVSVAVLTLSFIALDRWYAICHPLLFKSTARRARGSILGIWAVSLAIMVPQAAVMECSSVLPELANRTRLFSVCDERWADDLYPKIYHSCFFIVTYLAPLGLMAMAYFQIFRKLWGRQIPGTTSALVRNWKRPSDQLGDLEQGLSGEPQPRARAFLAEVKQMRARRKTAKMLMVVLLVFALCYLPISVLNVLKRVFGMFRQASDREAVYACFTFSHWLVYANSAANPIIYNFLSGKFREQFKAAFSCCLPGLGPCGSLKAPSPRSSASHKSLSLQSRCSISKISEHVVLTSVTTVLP
# OX1R antag-2: antagonists of human orexin 1 receptor (OX1R); Orexin/Hypocretin receptor type 1 (Homo sapiens), O43613; OX1R-expressing cells, FRET antagonist read-out; inhibition, % at 6.6 µM; 330,000 compounds, 1.8% hits; AID 485270, 2010; in the data active = inhibition mostly above about 38%, no sharp cut-off; inactive = mostly below about 40%;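 also: 0% = agonist challenge alone and 100% = reference antagonist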
# Active calls of the source: *; nt = no result given.
SMILES,STK33 kinase inh,OX1R antag-1,OX1R antag-2
COc1ccc(-c2nc(C(=O)NCC3CCCO3)cc3c2[nH]c2ccccc23)cc1 (configuration not stated),5.1,-11,22
COC(=O)COc1cc(Cl)c(C=O)cc1OC,-0.1,-16,13
N#CCCN(C(=O)CN1CCN(S(=O)(=O)c2ccc(Cl)s2)CC1)c1ccc(F)cc1,-0.2,-30,0
CCOC(=O)c1cnc(SC)nc1Oc1cccc(NC(=O)c2ccc(Cl)cc2)c1,1.9,-12,38
Cc1cc(C)c(S(=O)(=O)Nc2cccc3nsnc23)c(C)c1,0.7,-22,16
COc1cccc(CNC(=O)C2CCN(S(=O)(=O)c3ccc4c(c3)NC(=O)CO4)CC2)c1,-2.1,-21,22
O=C(Nc1nncs1)c1ccc2c(c1)OCO2,0.7,-7,2
COc1cccc(N2CCN(S(=O)(=O)c3c(C)[nH]c(C)c3C(=O)N3CCCC3)CC2)c1,0.0,-5,8
CCCCn1c(N)c(N(CCC(C)C)C(=O)CC2OC(=O)c3ccccc32)c(=O)[nH]c1=O (configuration not stated),-0.8,-12,13
CC12CC3(C)CC(C)(C1)CC(C(=O)NCc1ccccn1)(C2)C3,-0.8,-37,12
Cc1ccc2sc(N(CCCN(C)C)C(=O)c3ccc(S(=O)(=O)N4CCCCCC4)cc3)nc2c1C,-0.4,-4,8
CC1=C(C(=O)OCc2ccccc2)C(c2cccnc2)c2c(n(C)c(=O)n(C)c2=O)N1 (configuration not stated),0.5,-16,10
O=C(Nc1ccc2ccccc2n1)C1CCCCC1,-0.1,-56,15
Cn1c(=O)c2c(-c3ccccc3)n(CCCN3CCOCC3)cc2n(C)c1=O,-1.3,-4,1
N/C(=N\OC(=O)CCCOc1ccc(Cl)cc1Cl)c1ccncc1,1.0,-14,28
CCOC(=O)c1cccc(Nc2ncnc3ccc(C)cc23)c1,2.2,-34,32
c1cc2ccc3ccc(-n4cnnn4)c4ccc(c1)c2c34,0.5,-3,13
O=C1Cn2c(nc3ccccc32)N1c1ccccc1F,0.2,2,14
COc1ccccc1OCCn1cc(C(=O)c2ccco2)c2ccccc21,-1.8,0,22
Cc1ccc(Nc2c(-c3ccc(N(C)C)cc3)nc3ncccn23)cc1,-0.5,-12,8
CC(C#Cc1c([C@@H](C)Oc2ccccc2)nnn1Cc1ccccc1)Oc1ccccc1 (some centres not stated),-2.0,-37,20
CSc1ccc(/C=C2\NC(=O)NC2=O)cc1,1.1,8,17
NC(=S)N=Nc1c(O)n(Cc2ccc(Br)cc2)c2ccccc12,-0.5,-3,9
CSC1=NCCN1C(=O)c1cccc(Br)c1,-0.8,-6,29
CCOC(=O)C1C(c2ccccc2O)NC(=O)NC1(O)C(F)(F)F (configuration not stated),-0.7,-6,36
CSc1nnc(NC(=O)c2nc(S(=O)(=O)Cc3ccccc3)ncc2Cl)s1,nt,-18,7
Cn1ncc([N+](=O)[O-])c1C(=O)Nc1nccs1,-0.3,-15,19
Cc1csc(NC(=O)C(C)N2C(=O)c3ccccc3S2(=O)=O)n1 (configuration not stated),-0.3,-15,10
CCc1nc2nc(C)c(NS(=O)(=O)c3ccc(Br)s3)c(=O)n2[nH]1,-1.3,4,25
Cc1ccc(C(=O)CS(C)(=O)=O)cc1,-1.8,0,21
COc1ccc(-c2[nH]ncc2CN2CCSCC2)c(OC)c1,-0.7,-10,10
O=C1N/C(=N\S(=O)(=O)Cc2ccccc2)S/C1=C/c1cccc([N+](=O)[O-])c1,-2.0,-20,37
COc1cccc(OC)c1OCCCCc1c(C)n[nH]c1C,-2.4,-12,10
Cn1c(=O)oc2cc(S(=O)(=O)N3CCN(Cc4ccc5c(c4)OCO5)CC3)ccc21,-1.7,-30,9
CC1Oc2ccccc2C=C1/C=N\NC(=O)c1cccnc1 (configuration not stated),-1.4,-3,18
Cc1cccnc1NC(=O)CN1C(=O)COc2ccc(Cl)cc21,0.0,-24,13
Cc1ccc(S(=O)(=O)Nc2c(C)nn(C)c2C)cc1C,0.3,-5,12
Cc1nn(Cc2ccccc2Cl)c(Cl)c1/C=C/C(=O)OCC(=O)NC1CCS(=O)(=O)C1 (configuration not stated),1.4,-15,12
O=C(CN1CCC(n2nnc3cc(F)ccc32)CC1)NNC(=O)c1ccccc1,-2.3,-11,1
Fc1ccc(-n2nnc(-c3ccccc3Br)n2)cc1,-0.6,-8,23
COc1cc(CCC(=O)OCC(=O)Nc2cccc(S(N)(=O)=O)c2)cc(OC)c1OC,0.5,8,7
Cc1ccc2nc(-c3sc4nc(C)ccc4c3N)[nH]c2c1,2.2,-16,32
COC(=O)C1=C(C)OC(N)=C(C#N)C1c1ccccc1F (configuration not stated),0.6,-7,3
CC(=O)c1sc(N/N=C\c2ccc(N(C)C)cc2)nc1C,-0.1,-9,58*
COc1ccc(N2C(=O)CCC(C(=O)NCCCN3CCC(C)CC3)C2c2ccc(OC)c(OC)c2)cc1 (configuration not stated),0.3,0,15
O=C(O/N=C1\CCS(=O)(=O)c2sccc21)c1ccccc1,0.8,-13,9
CN(C)c1ccc(/C=N/n2c(C3CCCCC3)n[nH]c2=S)cc1,0.8,-27,-6
NC(=NCc1ccco1)NC(=O)c1ccccc1,2.2,7,3
COc1ccc(/C=C/C(=O)OCC(=O)Nc2ccc(OC)c(S(=O)(=O)N3CCCCC3)c2)cc1,-1.7,-2,-2
COC(=O)CCC(=O)Nc1sc2c(c1C#N)CCCC2,-0.8,-24,23
CN(C)S(=O)(=O)N1C(=O)c2ccccc2C1=O,-5.8,-27,10
Cc1sc(NC(=O)Cn2[nH]c(=O)c3ccccc3c2=O)nc1-c1ccccc1,-1.5,39*,74*
COc1nc2ccccc2nc1CCC(=O)O,-2.8,-13,17
N#Cc1nc(-c2ccco2)oc1N1CCN(c2ccccc2)CC1,0.0,-27,16
Cc1onc(-c2c(Cl)cccc2Cl)c1/C(N)=N/OC(=O)C1CC1,0.9,6,19
COC(=O)c1cc(C#N)c(Oc2ccccc2)nc1C,-1.0,-10,21
CCCOc1ccc(N2C(=O)CC(NCCNc3ccc(S(=O)(=O)CC)cc3)C2=O)cc1 (configuration not stated),-0.2,-34,22
Cc1ccc(S(=O)(=O)NCc2cc(=O)n(C)c(=O)n2C)cc1C,-1.3,-6,12
COc1ccc(CN(C)CC(=O)NC(C)c2ccccc2)c(OC)c1 (configuration not stated),-0.3,-17,17
COc1cc2c(cc1OC)CN(C(=O)C1(c3ccccc3)CC1)CC2,-0.8,-18,5

# Further entries:
SMILES,STK33 kinase inh,OX1R antag-1,OX1R antag-2
O=C(Nc1ccc(F)cc1)c1ccc(CN2CCc3ccccc3C2)cc1,-0.6,-21,16
CCc1ccc2[nH]c3nc(C)cc(C)c3c(=O)c2c1,0.2,-25,23
COCCn1c(C)cc(C(=O)COC(=O)/C=C/c2ccc(OC)cc2OC)c1C,-2.0,-17,12
Cc1ccnc(SCCn2c(N3CCN(C)CC3)nc3c2c(=O)n(C)c(=O)n3C)n1,-3.3,-19,6
COCCNC(=O)C(c1ccc(C)cc1)N(Cc1ccco1)C(=O)CCC(=O)Nc1ccccn1 (configuration not stated),-0.2,3,56*
CCN1CCN(c2ccc(N=Cc3ccc(O)cc3O)cc2)CC1,2.9,-1,19
CCN(CC)CCN1C(=O)C(O)=C(C(=O)c2ccco2)C1c1ccccn1 (configuration not stated),-0.2,-15,21
C=CCn1c(=O)c2ccccc2n2nnc(C(=O)OCC)c12,-0.5,-7,3
CC1CSc2ccccc2NC1=S (configuration not stated),0.0,-9,10
O=C(CCCCl)NC1=NN(c2ccccc2)C(=O)C1,-1.9,-11,14
CCOc1ccc(NC(=O)NCc2cccn2C)cc1,-0.3,-9,-9
O=C(NCCCN1CCCC1=O)Nc1ccc(Cl)cc1Cl,-1.7,-6,15
O=C(O)C1C2C=CC(O2)C1C(=O)Nc1ccc(S(=O)(=O)Nc2ccccc2)cc1 (configuration not stated),0.0,-4,9
COc1ccc(Cl)c2sc(N(CCN(C)C)C(=O)CCS(=O)(=O)c3ccc(C)cc3)nc12,-0.2,-12,9
CC1(CC(=O)N/N=C/c2ccc(-c3ccc(C(=O)O)cc3)o2)OCCO1,-1.0,-1,31

# Compounds listed so far that have an aryl thioether with sulfur outside any ring:
SMILES,STK33 kinase inh,OX1R antag-1,OX1R antag-2
CCOC(=O)c1cnc(SC)nc1Oc1cccc(NC(=O)c2ccc(Cl)cc2)c1,1.9,-12,38
CSc1ccc(/C=C2\NC(=O)NC2=O)cc1,1.1,8,17
CSc1nnc(NC(=O)c2nc(S(=O)(=O)Cc3ccccc3)ncc2Cl)s1,nt,-18,7
Cc1ccnc(SCCn2c(N3CCN(C)CC3)nc3c2c(=O)n(C)c(=O)n3C)n1,-3.3,-19,6

# Two compounds picked at random from the list so far:
SMILES,STK33 kinase inh,OX1R antag-1,OX1R antag-2
CCOc1ccc(NC(=O)NCc2cccn2C)cc1,-0.3,-9,-9
Cc1ccnc(SCCn2c(N3CCN(C)CC3)nc3c2c(=O)n(C)c(=O)n3C)n1,-3.3,-19,6

# Going on with the list.
SMILES,STK33 kinase inh,OX1R antag-1,OX1R antag-2
C=CCn1c(SCc2nc3sc(C(=O)O)c(C)c3c(=O)[nH]2)nnc1-c1ccccc1,-2.1,6,17
CCCOc1ccc(/C=C2\SC(N)=NC2=O)cc1OC,-1.7,-16,12
CCc1ccc(C)[n+](CC(=O)c2cccs2)c1,1.1,4,11
Cc1cc(C)cc(COc2ccc3c(C)c(CC(=O)O)c(=O)oc3c2C)c1,-1.8,1,9
O=C1CCCC(O)=C1C=Nc1ccc(O)cc1,2.1,0,27
O=C(Nc1nnc(CCN2CCCCC2)s1)c1ccccc1,0.3,-4,-4
CCOCCn1c(-c2ccccc2)nc2ccccc21,-1.1,-20,7
O=C1C=C(c2cccc(O)c2)C[C@@H](c2ccc(F)cc2)C1,-1.6,13,4
O=C(NC1CCSc2ccccc21)c1ccccc1Cl (configuration not stated),12,-6,16
COC(=O)c1sccc1NC(=O)c1ccc(C#N)cc1,-0.1,-8,6
CCCCCCNCc1ccc(Br)cc1,0.1,-1,7
COc1ccc(NC(=O)c2ccc(NC(=O)C(C)C)cc2)c([N+](=O)[O-])c1,-1.5,-5,42
CN(CCn1ccnc1)Cc1cn(Cc2ccccc2)nc1-c1ccc2c(c1)OCO2,-1.2,-39,20
Cc1noc(C)c1C(=O)NCCc1ccc(S(N)(=O)=O)cc1,-1.9,14,4
COc1ccc(-c2nc(N)ncc2-c2csc(C)n2)c(O)c1OC,4.7,-21,6

# Compound profiles (already shown). Values in the order: STK33 kinase inh | OX1R antag-1 | OX1R antag-2
# Profile of Cc1noc(C)c1C(=O)NCCc1ccc(S(N)(=O)=O)cc1 = -1.9 | 14 | 4
# Profile of CCCOc1ccc(/C=C2\SC(N)=NC2=O)cc1OC = -1.7 | -16 | 12
# Profile of COC(=O)c1sccc1NC(=O)c1ccc(C#N)cc1 = -0.1 | -8 | 6

# (continued)
SMILES,STK33 kinase inh,OX1R antag-1,OX1R antag-2
CC(=O)Nc1ccc(S(=O)(=O)N(CC(=O)NC2CC2)Cc2ccccc2)cc1,-0.8,-1,1
CC(C)NC(=O)C(OC(=O)c1ccccc1)C(OC(=O)c1ccccc1)C(=O)O (configuration not stated),-2.5,-2,11
CN(Cc1cccc(F)c1)C(=O)CNS(=O)(=O)c1ccc2ccccc2c1,-0.8,-40,17
CN(Cc1ccccc1)c1ccc(N2C(=O)CCCC2=O)cc1[N+](=O)[O-],-1.2,-10,18
COc1ccccc1OCCn1c(=O)oc2ccc(C)cc21,-0.4,-22,9
C[C@H]1CC[C@]2(O[C@@H](CCO)C[C@@H](O)[C@@H]2O)O1,-0.2,4,9
O=S(=O)(NC12CC3CC(CC(C3)C1)C2)c1ccc(F)cc1,0.4,-25,6
COc1cc(-c2ccc3oc(-c4ccsc4)cc(=O)c3c2)cc(OC)c1OC,0.3,9,67*
CC1CCCC(NC(=O)CCS(=O)(=O)c2ccc3c(c2)NC(=O)CS3)C1C (configuration not stated),-5.2,-23,10
c1ccc(C(c2ccccc2)N2CCN(c3nc4ccccc4n4cnnc34)CC2)cc1,-0.1,-12,1
Cc1nnc(NC(=O)C(C)Oc2ccc3c(C)cc(=O)oc3c2)s1 (configuration not stated),-3.1,-22,3
CC(C)CCn1nnnc1C(c1ccccc1)N1CCC(C(N)=O)CC1 (configuration not stated),0.0,15,14
Cn1nc(C(=O)NCc2cccs2)c2ccccc2c1=O,-1.1,-11,15
C/C(CC(=O)Nc1cccc(Cl)c1Cl)=N\NC(=O)c1ccccc1C,-1.0,-35,20
Cc1ccc2nc(-c3cccc(SC4CCCCC4)c3)c(NC3CCCCC3)n2c1,nt,-15,3
CC(C)(C)C(=O)Nc1nc(NC(=O)C(C)(C)C)nc(-c2ccccc2Cl)n1,0.0,-29,4
CCC(=O)Nc1sc2c(c1C#N)CC(C)(CC)OC2 (configuration not stated),-1.9,-11,10
Cc1coc(C)c1C(=O)CC1(O)C(=O)N(Cc2ccccc2)c2ccccc21 (configuration not stated),1.2,-21,14
O=C(O)c1ccc(NS(=O)(=O)/C=C/c2ccccc2)cc1,-0.8,0,13
Nc1nnc(SCC(=O)c2ccc3c(c2)NC(=O)CO3)s1,-1.6,9,16
Cc1cc(C)c(CSc2ncnc3nc[nH]c23)c(C)c1,-2.0,-29,6
CCCN(C(=O)c1ccco1)c1nnc(-c2cccc(C)c2)s1,0.6,-26,32

# Screens (PubChem BioAssay)
